Screening data: PubChem BioAssay, several laboratories
SKN-1 block = inhibitors of C. elegans SKN-1 | AID 624304 | actives 0.49% (n = 360,000) | C. elegans VP596 Pgst-4::GFP/RFP ratio, acrylamide-induced, 24 h | inhibition, % at 21.8 µM;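 active means interference check ratio from 0.5 to 1.5 plus GFP to RFP signal ratio inhibition reaching or exceeding a fixed threshold, cut at about 30% in these data, passing the limit was not always enough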; further: some compounds called inactive have numbers as strong as hits
MsrA act = activates bovine MsrA enzyme; purified bovine MsrA, absorbance read-out; activation, % at 10.6 µM; AID 602163; actives 0.3% (n = 360,000); in the data active means activation above about 7.5%;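 further: 0% = vehicle and 100% = reference activator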
FAS TE block = blocks the thioesterase domain of human fatty acid synthase; P49327; recombinant FAS-TE, OMFH fluorogenic substrate, fluorescence endpoint; inhibition, % at 15 µM; actives 0.67% (n = 360,000); AID 602261;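 active means compounds whose normalised, plate-corrected inhibition of enzyme fluorescence in the single-dose primary screen is 50% or more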;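 further: 0% = DMSO with enzyme and 100% = substrate without enzyme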
E coli Lon inh = inhibits E. coli Lon protease | P0A9M0 | purified E. coli Lon protease, fluorescence polarization | inhibition, % at 7.94 µM | actives 0.42% (n = 360,000); in the data active means inhibition above about 13%, passing the limit was not always enough;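 further: 0% = enzyme with probe and DMSO and 100% = no enzyme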
Tb MetRS inh = blocks T. brucei methionyl-tRNA synthetase activity | inhibition, % at 11.9 µM | purified T. brucei MetRS, ATP depletion, Kinase-Glo luminescence | actives 0.4% (n = 360,000);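 active means inhibition above a per-plate cutoff of the control wells' mean inhibition plus 3 SD, cut at about 5.5% in these data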;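 further: 0% = DMSO wells median and 100% = median of wells with control inhibitor compound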
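Measured by: Kinase-Glo luciferase luminescence reporting remaining unconsumed ATP. Material: purified T. brucei MetRS enzyme. Doses: 11.9 µM compound single dose, 0.9% DMSO. Medium: HEPES buffer containing pyrophosphatase, BSA, spermine, DTT. Times: 15 min preincubation, 2 h reaction, all 25 °C. Reagent: methionine, ATP and bulk E. coli tRNA.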
MsrA inhibitor = inhibitors of bovine MsrA | AID 651718 | actives 0.75% (n = 360,000) | purified bovine MsrA, absorbance read-out | inhibition, % at 15.5 µM; in the data active means inhibition above about 4.5%;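 further: 0% = vehicle wells with enzyme and 100% = reference inhibitor wells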
MT1-MMP act inh = MT1-MMP (human) activation inhibition; P50281; HT1080 RFP-PRO-GFP cells, GFP/RFP ratio fluorescence, overnight; percent of plate control window, DMSO zero; GFP/RFP ratio change, % at 20 µM; actives 0.061% (n = 360,000);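 active means GFP/RFP ratio change of at least 30% with cell ATP level not reduced by more than half and red fluorescence within 50% of control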; further: strong numbers were not always called active
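Assay system: HT1080 RFP-PRO-GFP cells | Dosing: 20 µM single dose, 1% DMSO | Incubation: Cells overnight before dosing, compound overnight, 37 °C, 5% CO2 | Evaluation: GFP/RFP fluorescence ratio | Control set: DMSO-only wells and HT1080 RFP-L50D-GFP cell wells as references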
NRP1-CendR mod = NRP-1/CendR interaction modulation | AID 602438 | FAM-RPARPAR peptide binding to NRP-1, fluorescence polarization | inhibition, % at 25 µM | actives 0.85% (n = 360,000);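 active means inhibition or corrected inhibition above about 18%, plus a signal ratio from 0.5 to 1.5, limit read from the data, passing the limit was not always enough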; further: strong numbers were not always called active
Target sequence (O14786 whole entry, looked up): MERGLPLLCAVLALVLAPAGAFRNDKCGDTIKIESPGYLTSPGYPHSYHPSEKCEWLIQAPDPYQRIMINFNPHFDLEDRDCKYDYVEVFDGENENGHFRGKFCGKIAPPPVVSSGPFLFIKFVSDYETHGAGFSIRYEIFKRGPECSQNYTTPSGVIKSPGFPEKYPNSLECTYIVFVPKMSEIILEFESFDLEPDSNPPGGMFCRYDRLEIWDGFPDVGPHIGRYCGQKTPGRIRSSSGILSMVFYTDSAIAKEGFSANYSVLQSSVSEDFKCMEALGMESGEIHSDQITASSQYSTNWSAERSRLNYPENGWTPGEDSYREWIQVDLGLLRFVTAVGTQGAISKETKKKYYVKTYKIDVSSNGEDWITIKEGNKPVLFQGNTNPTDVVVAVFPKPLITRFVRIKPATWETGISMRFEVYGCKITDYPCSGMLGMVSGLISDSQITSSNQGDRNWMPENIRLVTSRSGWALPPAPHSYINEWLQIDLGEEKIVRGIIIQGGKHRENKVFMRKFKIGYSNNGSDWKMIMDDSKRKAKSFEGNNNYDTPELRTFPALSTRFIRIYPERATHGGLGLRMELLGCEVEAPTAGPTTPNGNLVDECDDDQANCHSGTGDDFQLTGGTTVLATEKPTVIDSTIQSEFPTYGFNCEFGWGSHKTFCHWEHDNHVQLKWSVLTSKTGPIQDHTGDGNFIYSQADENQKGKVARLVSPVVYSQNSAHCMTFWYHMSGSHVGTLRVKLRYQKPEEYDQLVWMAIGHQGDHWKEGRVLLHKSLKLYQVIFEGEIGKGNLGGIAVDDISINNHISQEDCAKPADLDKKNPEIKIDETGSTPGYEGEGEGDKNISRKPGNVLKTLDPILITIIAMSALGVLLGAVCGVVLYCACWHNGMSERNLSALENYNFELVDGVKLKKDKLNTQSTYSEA
PABP1 MLLE inh = blocks PAM2 peptide binding to the PABP1 MLLE domain | inhibition, % at 20 µM | P11940 | actives 0.36% (n = 360,000) | GST-MLLE / FITC-PAM2 fluorescence polarization; in the data active means inhibition above about 35%, passing the limit was not always enough;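 further: plate controls were DMSO wells with GST-MLLE for no effect and wells lacking GST-MLLE protein for full effect; some results filed as inactive read as strong as hits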
The depositor's hits bear a star; · = no result given.

SMILES	SKN-1 block	MsrA act	FAS TE block	E coli Lon inh	Tb MetRS inh	MsrA inhibitor	MT1-MMP act inh	NRP1-CendR mod	PABP1 MLLE inh
CCOc1ccccc1-c1cc(C(=O)N/N=C/c2ccc3c(c2)OCO3)c2ccccc2n1	14	-3	34	4	-0.8	-0.6	·	-4	4
CC(C)COC(=O)n1c(=O)oc2cc(S(=O)(=O)N3CCCCC3)ccc21	19	-6	-14	-4	-1.4	0.4	6	-1	-5
O=C(NC12CC3CC(CC(C3)C1)C2)C1CCCN1C(=O)NC1CCCCC1 (centres undefined)	3	2	-5	-4	0.0	0.1	2	14	10
O=C(NCCc1nc(-c2ccccc2Cl)no1)c1ccccc1	-7	-2	-14	4	-0.3	0.0	4	2	8
COCCOc1ccc(C(F)(F)F)cc1NC(=O)COC(=O)C1=COCCO1	7	-8	-2	2	-0.6	0.3	5	1	1
NC(=O)c1cc(N2C(=O)C3CC=CCC3C2=O)ccc1N1CCCCC1 (centres undefined)	9	-7	-10	-13	-0.3	0.8	5	-14	-4
CSc1ccc(C=NNc2ccc(S(=O)(=O)Nc3ccccc3C(=O)O)cc2[N+](=O)[O-])cc1	12	-2	40	2	0.3	-0.1	26	-26	-6
CCOc1ccccc1N1CCN(C(=O)c2cc3ccccc3cc2OC)CC1	23	-3	6	5	-0.2	0.7	-2	4	-4
CCC(=O)N1CCC1(C)C(=O)NCc1ccc(SC)cc1 (centres undefined)	2	-1	-8	-7	-0.2	-0.9	2	4	12
CCCCn1c(-c2cccc(C)c2)nc2cc3[nH]c(=O)c(C(C)C)nc3cc21	16	0	-20	-6	-0.1	1.2	-1	-44	-18
COc1ccc(OC)c(/C=N/NC(=O)CC(=O)NCc2ccccc2)c1	3	-1	1	-2	-0.5	1.9	-1	5	-9
COc1cccc(N2CCN(C(=O)c3cc4c(OC)c(OC)c(OC)cc4[nH]3)CC2)c1	9	-1	-1	3	-0.9	-1.1	6	-18	-3
COc1ccc(-c2noc(=O)n2Cc2ccc(C#N)cc2)cc1	-1	-1	0	0	-0.7	0.9	1	3	-5
CCc1ccc(NC(=O)COc2ccc(F)cc2C(=O)c2cnn(-c3ccccc3)c2)cc1	-6	0	53*	-7	-0.8	0.7	0	-4	1
CCc1cccc2c(C(=O)COC(=O)C3=NNC(=O)CC3)c[nH]c12	9	-13	-9	0	-1.8	0.9	-2	-3	0
COc1ccccc1C(=O)Nc1cccnc1	1	-3	-7	-5	-0.3	-0.4	1	0	1
CC1(C)CC(=O)C2=C(C1)c1c(ccc3ccccc13)NC2c1cc([N+](=O)[O-])cc([N+](=O)[O-])c1O (centres undefined)	3	-5	46	-3	0.8	3.8	-1	-66	8
COC(=O)c1ccc(/C=N/NC(=O)C(=O)NCC2CCCO2)cc1 (centres undefined)	3	-3	-6	1	-0.3	0.7	-2	1	4
COC(=O)C1=C[C@@H](C(=O)OC)[C@@H]2C3=C(C(=O)[C@@]2(C)NC(=O)c2ccccc2)[C@H](C)C(C(=O)OC)=C(C(=O)OC)[C@@H]3C1	0	-2	-10	6	0.2	0.8	-1	11	4
CC(C)NC(=O)c1cc2c(-c3ccc(Cl)cc3)nn(C)c2s1	5	0	-6	-1	-0.2	-1.9	-5	8	5
OC[C@@H]1CN(Cc2cccc3ccccc23)C[C@H](n2cnc3c(NCc4ccco4)ncnc32)O1	-14	1	1	0	-0.3	-1.0	-1	-8	4
COC(=O)C1CCN(C2CN(Cc3ccc([N+](=O)[O-])cc3)S(=O)(=O)C2)CC1 (centres undefined)	-1	-3	15	-4	-0.4	-0.4	2	18	10
CCOC(=O)C1=C(CCl)NC(=O)NC1c1ccc2c(c1)OCO2 (centres undefined)	4	-11	-3	-7	-0.7	-1.5	0	-5	-7
O=C(Cc1ccc(Br)cc1)N1CCN(C(=O)c2ccccc2)CC1	-8	-4	-8	-1	0.5	0.1	3	1	-4
CCN(CC)c1ccc(NC(=O)Cn2cc3c(n2)CCC(C)C3)c(C)c1 (centres undefined)	-4	6	3	-1	-0.2	-0.3	3	-7	-3
CNc1nc2ccccc2n1N	11	-3	-12	-3	-0.8	-0.1	5	0	2
O=C(O)c1c(Cl)c(Cl)c(Cl)c(Cl)c1C(=O)N1CCOCC1	-14	1	-2	-2	-0.2	0.7	0	1	8
O=C(OCCc1cc2ccccc2c(=O)o1)N1CCOCC1	3	-2	-11	0	-0.1	1.0	-2	-5	0
COc1ccc(C(=O)N/C(=C\c2cn(S(=O)(=O)N(C)C)c3ccccc23)C(=O)N2CCN(C)CC2)cc1OC	-5	-10	15	0	-0.4	1.8	1	-12	2
Cc1cc(C)n(CCOc2ccc(Cl)cc2Cl)n1	-13	-1	6	0	1.5	0.2	4	13	2
CCOc1ccc(Cl)cc1S(=O)(=O)NCc1ccccn1	7	-1	-2	-9	-0.6	1.3	0	-4	8
COc1ccc(NC(=O)CN(C)C(=O)c2ccc(C)c(S(=O)(=O)N3CCCCC3)c2)cc1	1	-1	-3	-12	0.2	-0.8	1	-3	16
COc1ccc(OC)c(S(=O)(=O)N/N=C(/C)c2c[nH]c3ccccc23)c1	12	-1	-2	2	0.0	0.2	0	2	-11
Cc1ccc(-c2cc3cccc[n+]3cc2-c2ccc(C)cc2)cc1	11	-3	0	-11	-0.2	2.0	-8	-12	-9
CN1CC2(C(=O)c3ccccc3)CN(C)CC(C(=O)c3ccccc3)(C1)C2	3	-2	-5	-13	-0.3	1.6	0	-1	-7
CC(=O)Nc1ccc(S(=O)(=O)NCC(=O)NNC(=O)COc2ccccc2Cl)cc1	11	-4	-8	-2	-0.4	0.2	1	-15	37
Cc1ccc(OCC(=O)O)c(O)c1	-7	-1	-5	-10	-0.2	-0.3	1	14	9
N#Cc1nc(COc2ccc(F)cc2)oc1NCCN1CCOCC1	16	-3	-7	-10	0.0	1.8	-1	8	12
O=C(CN1C(=O)CSc2ccc(S(=O)(=O)N3CCOCC3)cc21)NCCCN1CCCCC1	4	-1	-5	-7	-0.3	-0.4	-1	8	5
O=C(/C=N\O)NCCCNCc1ccccc1	5	-1	-11	-18	-0.8	-0.4	0	-8	4
CCn1cc(SCC(=O)NC2CCCC2)c2ccccc21	26	-2	-4	4	-0.5	-0.5	-2	7	22
N/C(=N\OC(=O)c1ccc(OCC(F)(F)F)nc1)c1ccc(Cl)cc1	2	-9	-1	8	-0.6	0.0	3	6	-3
CCOc1ccc(-n2c(C)nc(O)c2N=Nc2ccccc2)cc1	-10	-11	3	1	-1.6	-0.3	8	6	9
COc1ccc(-c2noc(N3CCC(C(=O)Nc4ccc(F)cc4F)CC3)n2)cc1	-23	-9	-6	0	-2.1	1.0	·	-1	5
COCCN1C=C(C(=O)OC)C(c2cc(Br)c(OC)c(OC)c2)C(C(=O)OC)=C1	7	5	6	2	-0.1	0.3	-1	6	0
Cn1ncc([N+](=O)[O-])c1C(=O)Nc1ccc(-c2nc3ccccc3o2)cc1	6	3	1	-1	-0.3	1.9	7	-10	-3
N#C/C(=C(/O)CCl)c1nc2ccccc2[nH]1	9	-2	-5	-12	-0.1	0.6	-5	-40	-15
O=c1[nH]c(=S)[nH]c2c1C(c1ccc(Cl)cc1)OC(C1CCCCC1)C2 (centres undefined)	-2	-1	19	-5	1.0	0.8	-3	-2	25
O=C(CN1c2cccc3cccc(c23)S1(=O)=O)NCCc1ccccc1	-10	-6	5	-16	-0.1	2.4	5	3	0
O=S(N1CCCCC1)C12CC3CC(CC(C3)C1)C2 (centres undefined)	-1	-4	-14	-4	1.9	-1.0	4	4	11
O=C(COC(=O)c1cnc(Cl)c(Cl)c1)NC1CCCCCC1	15	-4	36	-5	0.0	-0.4	1	16	6
Cc1ccc(S(=O)(=O)N2CCOCC2)cc1NC(=O)COC(=O)c1cc(=O)[nH]c2ccccc12	5	-10	3	-2	-0.7	1.0	-1	-10	-1
CCc1ccc2[nH]c(=O)c(CN(Cc3ccco3)C(=S)NCC3CCCO3)cc2c1 (centres undefined)	16	-1	5	6	1.5	1.6	-3	13	-130
COc1cccc(-c2ncc3ccccc3c2COC(=O)c2cccs2)c1	4	-1	25	-3	-0.1	0.0	0	0	-4
COc1ccc(-c2ccnc(SCC(=O)c3ccc(Br)cc3)n2)cc1	-2	-2	20	-6	0.1	2.4	1	-8	11
O=C(c1ccoc1)N1CCCC(Nc2ccc(F)c(F)c2)C1 (centres undefined)	2	-5	3	7	0.1	-0.2	-1	-2	6
COC(=O)C1=CO[C@@H](O[C@@H]2OC(CO)[C@@H](O)[C@@H](O)[C@@H]2O)C2C1CC[C@]2(C)O (some centres undefined)	-2	-10	-6	1	0.7	0.4	2	3	-1
O=C(COC(=O)c1ccccn1)Nc1cc(Cl)ccc1Cl	-9	-1	-2	-3	0.0	0.1	3	15	-25
Cn1cc(Br)c(C(=O)NC2CCCCCC2)n1	7	-4	-3	-2	1.0	0.0	-2	5	4
CCS(=O)(=O)N1CCN=C1SCc1ccccc1	17	-2	-4	5	0.1	1.1	-1	4	-7

Ordered by value in Tb MetRS inh (low to high): 4 from the list above.
SMILES,Tb MetRS inh
Cn1ncc([N+](=O)[O-])c1C(=O)Nc1ccc(-c2nc3ccccc3o2)cc1,-0.3
O=C(c1ccoc1)N1CCCC(Nc2ccc(F)c(F)c2)C1 (centres undefined),0.1
O=c1[nH]c(=S)[nH]c2c1C(c1ccc(Cl)cc1)OC(C1CCCCC1)C2 (centres undefined),1.0
O=S(N1CCCCC1)C12CC3CC(CC(C3)C1)C2 (centres undefined),1.9

One compound at a time, from the list above:
Shown for `CC(C)COC(=O)n1c(=O)oc2cc(S(=O)(=O)N3CCCCC3)ccc21` : SKN-1 block: 19; MsrA act: -6; FAS TE block: -14; E coli Lon inh: -4; Tb MetRS inh: -1.4; MsrA inhibitor: 0.4; MT1-MMP act inh: 6; NRP1-CendR mod: -1; PABP1 MLLE inh: -5
Shown for `COc1ccc(-c2noc(=O)n2Cc2ccc(C#N)cc2)cc1` : SKN-1 block: -1; MsrA act: -1; FAS TE block: 0; E coli Lon inh: 0; Tb MetRS inh: -0.7; MsrA inhibitor: 0.9; MT1-MMP act inh: 1; NRP1-CendR mod: 3; PABP1 MLLE inh: -5

Further records:
SMILES	SKN-1 block	MsrA act	FAS TE block	E coli Lon inh	Tb MetRS inh	MsrA inhibitor	MT1-MMP act inh	NRP1-CendR mod	PABP1 MLLE inh
Cc1cc(C(=O)N/N=C/c2c[nH]c3ccccc23)cs1	6	-2	-7	3	-0.4	4.5	3	-6	-6
COC(=O)c1cc(C(=O)Nc2nnc(C3CC3)s2)cc([N+](=O)[O-])c1	9	7	51*	3	0.2	1.4	2	0	1
O=C(Cc1ccc(Cl)cc1)Nc1ccc(CN2CCCCC2)cc1	20	-2	-1	-8	-0.3	0.1	-4	-8	-4
COc1ccc(/C=C/C(=O)OCC(=O)NC2CCCCCC2)cc1OC	28	-6	-5	-8	0.4	2.0	1	12	-3
O=C(COC(=O)/C=C/c1ccc(S(=O)(=O)N2CCOCC2)cc1)NC1CCCCCCC1	-14	-12	4	6	-1.5	-0.9	-5	3	3
O=[N+]([O-])c1ccc(N2CCCCCC2)c(S(=O)(=O)N2CCCCC2)c1	-18	-5	22	-5	-1.2	0.7	0	18	-6
Cc1nn(CC(=O)NCc2cccnc2)c(=O)c2ccccc12	19	-5	-7	-6	-0.6	-1.4	1	11	1
CCOc1ccc(C(=O)Nc2ccncc2)cc1	-6	-11	-10	-5	-1.7	-0.9	·	0	6
O=C(N/N=C/c1cccc(OC(=O)c2ccc([N+](=O)[O-])cc2)c1)c1cccnc1	14	1	-4	-9	0.4	-0.1	-1	9	-8

No enrichment for hits; overall some 4% were active at least once.
